BRCA1 expr act = activators of BRCA1 expression; Potency, µM (highest dose often 46.1 µM), inactives show at the top dose activation, actives largely listed as activators; AID 624202; MCF7-BRCA1-FFLuc reporter, luminescence, 48 h; response scale: scaled: vehicle 0%, 10 µM genistein 100%; hit rate 1.1% among 380,000; note: potency is the fitted concentration of half-maximal effect; nearly all actives have a fitted effect of over 80% in size; some results filed as inactive show a strong effect at the top dose
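Activators of BRCA1 expression were detected as increased firefly luciferase luminescence in engineered MCF7 cells after 48 h compound incubation. Signals were scaled to genistein 10 microM as full activation.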
TRPV1 agonist = human TRPV1 agonism; TRPV1-expressing cells, Fluo-8 calcium influx, agonist mode; activation, % at 8.33 µM; hit rate 0.19% among 320,000; AID 540275; in the data active = activation above about 80%; inconclusive = between about 30% and that limit; note: 0% is about no effect
Target sequence (Q8NER1 whole entry, looked up): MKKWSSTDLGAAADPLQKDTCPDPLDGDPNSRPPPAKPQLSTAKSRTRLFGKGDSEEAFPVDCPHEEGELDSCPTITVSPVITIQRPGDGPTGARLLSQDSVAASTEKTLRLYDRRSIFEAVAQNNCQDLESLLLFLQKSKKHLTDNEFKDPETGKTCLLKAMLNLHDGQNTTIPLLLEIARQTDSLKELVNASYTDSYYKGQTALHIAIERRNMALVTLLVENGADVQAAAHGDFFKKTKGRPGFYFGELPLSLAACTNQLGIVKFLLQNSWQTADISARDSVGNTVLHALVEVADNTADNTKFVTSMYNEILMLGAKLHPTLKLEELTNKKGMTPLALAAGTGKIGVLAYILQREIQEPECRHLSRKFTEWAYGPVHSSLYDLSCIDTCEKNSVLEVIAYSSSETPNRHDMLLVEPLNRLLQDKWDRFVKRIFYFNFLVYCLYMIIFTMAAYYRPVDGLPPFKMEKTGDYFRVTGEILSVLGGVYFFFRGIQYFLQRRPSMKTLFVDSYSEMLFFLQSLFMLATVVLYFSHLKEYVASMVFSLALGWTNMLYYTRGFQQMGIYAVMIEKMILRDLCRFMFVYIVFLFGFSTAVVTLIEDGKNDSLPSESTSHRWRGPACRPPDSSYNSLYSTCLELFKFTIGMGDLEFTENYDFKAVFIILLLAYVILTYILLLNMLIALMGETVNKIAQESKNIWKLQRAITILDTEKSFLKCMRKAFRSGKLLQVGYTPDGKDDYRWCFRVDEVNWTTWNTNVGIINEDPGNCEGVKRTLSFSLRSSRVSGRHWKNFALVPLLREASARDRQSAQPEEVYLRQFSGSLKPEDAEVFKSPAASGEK
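Fluo-8 calcium influx in TRPV1-expressing cells, kinetic read (ex 480/em 520 nm). Compound added and read 3 min for agonist activity, followed by capsaicin at EC20 final and 2 min further read for enhancement.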
Rab9 promoter act = activators of Rab9 promoter. Potency, µM (titrated, usually from 9.22 µM), for the others: at the top dose activation, negative = inhibition, hits mostly activators. Huh7 Rab9 promoter-luciferase reporter, luminescence, 24 h. hit rate 2.8% among 320,000; note: potency is the fitted concentration of half-maximal effect; % of control where 0% means no effect; nearly all actives have a fitted effect of over 60% in size
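Measured in stably transfected Huh7 cells bearing a Rab9 promoter–luciferase construct: 24 h compound treatment at 37 °C, followed by luminescence detection.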
ELG1 DNA repair = inhibitors of ELG1-dependent DNA repair in HEK293T cells | AID 504467 | HEK293T ELG1-luciferase reporter, luminescence, 16 h; DNA damage induced by 5-fluorouridine | Potency, µM (titrated, usually from 46.1 µM), without a hit: top-dose activity change, negative = inhibition, most hits filed as inhibitors | hit rate 2.3% among 330,000; note: potency is the fitted concentration of half-maximal effect; % is set by controls: 0 for no effect and ±100 for the full control effect; nearly all actives have a fitted effect of over 55% in size
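Quantitative HTS, concentration-response format. 2,000 cells/well co-treated with 5-fluorouridine and compound, 16 hr in 5% CO2 at 37 °C; ONE-Glo luminescence read after 30 min.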
RORgamma inh = blocks mouse ROR gamma transcriptional activity | hit rate 5.4% among 310,000 | AID 2551 | Potency, µM (titrated, usually from 53.6 µM), inactives show at the highest dose activity change, negative = inhibition, usual class: inhibitors | Drosophila S2 Gal4-RORgamma UAS-luciferase reporter, 20 h; note: potency is the fitted concentration of half-maximal effect; % is set by controls: 0 for no effect and ±100 for the full control effect; nearly all actives have a fitted effect of over 60% in size
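Luciferase reporter read in Schneider cells carrying Gal4-RORγ (mouse) and UAS-Photinus luciferase; cells given compound 1 h before 700 uM copper sulfate induction, then incubated 20 h at ambient temperature.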
FLuc counter = counter-screen for miR-21 project: firefly luciferase inhibitors or activators; P08659; purified FLuc, Km substrates, luminescence inhibition; Potency, µM (series often up to 57.5 µM), inactives show at the top dose activity change, negative = inhibition, hits mostly inhibitors; hit rate 6.9% among 360,000; AID 588342;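 note: potency is the fitted concentration of half-maximal effect; plate controls were vehicle for no effect and reference inhibitor for full effect; nearly all actives have a fitted effect of over 55% in size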
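Purified P. pyralis luciferase (10nM final) with 10uM D-luciferin and 10uM ATP (Km levels) in 50mM Tris acetate pH 7.5, 10mM Mg acetate, 0.01% Tween-20, 0.05% BSA; qHTS 6-point titration, ~60 µM downward; luminescence read.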
Gal4-VP16 FLuc = inhibits Gal4-VP16 luciferase reporter, ROR gamma counter-screen. Drosophila S2 Gal4-VP16 UAS-luciferase, luminescence, 20 h. Potency, µM (top dose mostly 53.6 µM), inactives show at the highest dose activity, negative = inhibition, usual class: inhibitors. hit rate 3.5% among 310,000. AID 2546;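 note: Gal4-VP16 expression switched on by copper sulfate through the metallothionein promoter; potency is the fitted concentration of half-maximal effect; % is set by controls: 0 for no effect and ±100 for the full control effect; nearly all actives have a fitted effect of over 50% in size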
Tb PFK inh = inhibitors of T. brucei phosphofructokinase; O15648; T. brucei PFK, ADP-Glo luminescence; Potency, µM (highest dose often 57.5 µM), inactives show top-dose activity, negative = inhibition, usual class: inhibitors; hit rate 0.17% among 330,000;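 note: potency is the fitted concentration of half-maximal effect; 0% = uninhibited 1x PFK enzyme wells and -100% = no-enzyme wells; nearly all actives have a fitted effect of over 60% in size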
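Luminescent ADP detection (ADP-Glo, two-step: ATP depletion then ADP-to-ATP conversion for luciferase) reported PFK activity after 45 min room-temperature reaction of 1.25 nM enzyme with 0.5 mM F6P and 0.1 mM ATP at pH 8.0.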
p53 reactivator = mutant p53 re-activation in reporter cells | H1299 p53-A138V BP100-luciferase reporter, luminescence, 24 h | Potency, µM (series often up to 92.2 µM), for inactives: at the top dose activity change, positive = activation, most hits filed as activators | hit rate 0.063% among 320,000; note: potency is the fitted concentration of half-maximal effect; % of control where 0% means no effect; nearly all actives have a fitted effect of over 45% in size
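H1299 (p53-null), stable ts p53-A138V + BP100-Luc; 1000 cells/well, Opti-MEM/10% FBS; cpd 4 pt, 1:5; 24 h, 37 deg C, 5% CO2; detection reagent 10 min RT; luminescence.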
ELG1 genotoxic = genotoxicity induction in ELG1-luciferase HEK293T cells; HEK293T ELG1-luciferase reporter, luminescence, 16 h; Potency, µM (titrated, usually from 46 µM), inactives show top-dose activity change, positive = activation, most hits filed as activators; hit rate 1.3% among 330,000; AID 504466; note: potency is the fitted concentration of half-maximal effect; % of control where 0% means no effect; nearly all actives have a fitted effect of over 60% in size
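Cells (2,000/well) expressing the ELG1-luciferase fusion are dosed by pin tool and kept 16 hr at 37 °C, 5% CO2. Signal comes from ONE-Glo luciferase reagent after 30 min at room temperature.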
NPC1 promoter act = NPC1 promoter activation | hit rate 2.4% among 320,000 | Potency, µM (titrated, usually from 9.22 µM), inactives show at the highest dose activation, hits mostly activators | AID 485313 | Huh7 NPC1 promoter luciferase reporter, 24 h;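 note: potency is the fitted concentration of half-maximal effect; % of control where 0% means no effect; nearly all actives have a fitted effect of over 60% in size; reporter is driven by a mutant NPC1 promoter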
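Luminescence read-out of NPC1 promoter-driven luciferase in stably transfected Huh7 cells; compounds delivered in DMSO and left 24 h at 37C, 5% CO2, qHTS titration format.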
Numbers without * were called inactive; ? = inconclusive; / = no result given; & = joins results of further samples; [ ] = dose if it differs, or a comment. Unless noted, calls come from the whole dose curve; as a rule, active = well fitted curve in the direction sought with a large enough effect; inconclusive = small, poorly fitted or top-dose-only effect, or another doubt; inactive = no such curve, though single readings can be large; an effect the other way counts as inactive or inconclusive.

SMILES	BRCA1 expr act	TRPV1 agonist	Rab9 promoter act	ELG1 DNA repair	RORgamma inh	FLuc counter	Gal4-VP16 FLuc	Tb PFK inh	p53 reactivator	ELG1 genotoxic	NPC1 promoter act
CCC(C(=O)NC1CCCC1)N(C(=O)Cn1nnc(-c2ccc(C)o2)n1)c1ccc(OC)cc1 (centres undefined)	-1%	1	0%	-1%	-3%	0%	-9%	0%	-5%	15%	-4%
CCCCCN(C(=O)NC(=O)Nc1ccc(C)cc1C)S(C)(=O)=O	24%	3	-4%	-3%	12%	3%	0%	-5%	-6%	0%	-3%
O=C(Nc1cccnc1)c1cc2nc(C3CC3)cc(C(F)(F)F)n2n1	-6%	1	1%	20%	23%	3%[2.3 µM]	17%	-6%	-6%	4%	-3%
COc1ccc(C2=NOC(COc3ccc4c(C)cc(=O)oc4c3)C2)c(OC)c1 (centres undefined)	-68%	-2	-20%	?	?	?	-1%	2%	7%	7%	-31%[inhibitor]
NC(=O)CSc1nnc(-c2ccc3c(c2)OCO3)o1	0%	0	2.5µM*	?	?	15µM*	-7%	-1%	2%	?	2.8µM*
Cc1cc(O)c(-c2cc(C(=O)NCCc3ccc(S(N)(=O)=O)cc3)[nH]n2)cc1C	-37%	9	-2%	-12%	-13%	?	5%	2%	-2%	-7%	-5%
Fc1cccc(Cl)c1CSc1nnc(COc2cccc3cccnc23)o1	19%	2	1%	-12%	5%	-16%	-10%	7%	0%	-1%	-2%
CC(=O)c1cc2c(cc1NC(=O)C1CN(C(C)=O)c3ccccc3O1)OCO2 (centres undefined)	-58%	/	/	?	/	/	/	-2%	13%	-4%	/
CSc1nnc(N2C(=O)C(O)=C(C(=O)c3ccco3)C2c2ccccc2F)s1 (centres undefined)	52%	18	-1%	1%	2%	-4%	-1%	-10%	2%	-7%	1%
CC(C)(C)c1ccc(Oc2ccc(N)cc2)cc1	-82%	8	-52%[inhibitor]	7.3µM*	-35%	?	7.1µM*	-3%	-28%	-10%	-36%[inhibitor]
Clc1ccc(Nc2ncn[nH]2)cc1	3%[1.84 µM]	-2	-1%	7%	22%	-2%	-6%	-3%	5%	6%	1%
O=C(Cc1ccccc1)Nc1cccc(N2C(=O)C=CC2=O)c1	?	11	0%	-20%	3.5µM*	?	5µM*	?	-23%	0%	-10%
CCOC(=O)C1=C(C)Nc2nc3ccccc3n2C1c1cccs1 (centres undefined)	-26%	27	-8%	0%	5.6µM*	-2%	5µM*	0%	-12%	0%	-3%
Cc1nc2sccn2c(=O)c1S(=O)(=O)Nc1ccc(N2CCN(C(=O)C(C)C)CC2)cc1	-12%	3	0%	2%	-13%	0%&-8%	-17%	-1%	5%	0%	5%
CC(=O)Nc1cccc(NC(=O)CSc2nnnn2Cc2ccccc2)c1	-18%	0	5%	-16%	26%	-1%	-5%	0%	5%	-3%	0%
Cc1sc2nc(CSCC(=O)Nc3c(Cl)cccc3Cl)[nH]c(=O)c2c1C	-20%	6	-3%	?	2%	-6%	-10%	-1%	16%	-1%	1%
O=C(Nc1nc(-c2cc(Cl)sc2Cl)cs1)c1ccccc1	17%	-4	11%	?	3%	?	?	-1%	?	10%	13%
Cc1ccccc1Nc1ncnc(N)n1	7%	0	1%	15%	43%	-1%	-5%	-1%	2%	0%	0%
CC1CCN(c2nc3ccc(C(=O)N4CCN(Cc5ccccc5)CC4)cc3s2)CC1	45%	25	25%	?	-30%	17µM*	11%	-3%	?	?	16%
O=C(NNC(=S)NCC1CCCO1)c1ccc(S(=O)(=O)N2CCOCC2)cc1 (centres undefined)	-5%	0	-1%	8%	-31%	0%	-2%	-5%	5%	1%	-5%
CSc1snnc1-c1ccccc1	1%	-5	-1%	-2%	-4%	-3%	-3%	0%	1%	1%	-7%
CC(=O)Nc1ccc(S(=O)(=O)NCC2CCC(C(=O)N3CCCCC3)CC2)cc1 (centres undefined)	-1%	-3	-5%	-8%	18%	-2%	5%	-4%	7%	-3%	-2%
Cc1ccc(C(=O)NN=CC(=O)c2ccccc2)c(C)c1	?	/	/	?	/	/	/	0%	24%	2.3µM*	/
O=c1sc(N2CCN(c3ccccc3F)CC2)nc2ccsc12	?	7	0.79µM*	?	3%	2.7µM*	?	1%	?	7.3µM*	1.4µM*
O=C(Nc1ccc2c(c1)OCCO2)c1c[nH]c(=O)n(-c2ccc(F)c(Cl)c2)c1=O	-37%	-1	5%	-4%	37%	?	-4%	0%	-14%	8%	6%

More structures.
SMILES	BRCA1 expr act	TRPV1 agonist	Rab9 promoter act	ELG1 DNA repair	RORgamma inh	FLuc counter	Gal4-VP16 FLuc	Tb PFK inh	p53 reactivator	ELG1 genotoxic	NPC1 promoter act
COc1ccccc1C(=O)COC(=O)c1ccc(-n2cnnn2)cc1	-19%	18	1%	0%	/	0%	/	17%	6%	3%	-3%
Cc1csc(SCC(=O)N(C)CC(=O)Nc2ccccc2Cl)n1	-15%	1	0%	-7%	/	-2%	/	-2%	-3%	3%	0%
COCCN(CCOc1cc(C)cc(C)c1)Cc1ccc(Cl)cc1	-14%	5	-1%	-11%	0%	4%	1%	2%	-3%	-4%	-4%
CCOC(=O)c1c(N)nn(C(=O)CC)c1-c1ccccc1	-5%	8	-4%	-19%	40%	-1%	-4%	3%	3%	0%	-2%
O=C(CSCC(=O)N1CCOCC1)Nc1nc(-c2ccccc2)cs1	51%	1	?	?	37%	?	?	2%	5%	8%	27%
CCOC(=O)n1c(=O)n(Cc2ccccc2C)c2ccccc21	-22%	15	-2%	-5%	29%	3%	-7%	-4%	-3%	1%	-8%
CN(CC(=O)Nc1ccccc1N1CCOCC1)S(=O)(=O)c1ccc(Cl)cc1	-45%	22	-3%	26µM*	15%	9%	-2%	0%	-5%	-14%	1%
Cc1ccc(C)c(S(=O)(=O)N2CCN(C(=O)c3ccnn3C)CC2)c1	-1%	0	-2%	-3%	?	-2%	0%	0%	1%	1%	-5%
CCCCC(=O)Nc1ccc(C(=O)NNC(=O)c2ccco2)cc1	10%	1	3%	29%	15%	-2%	-5%	-5%	-5%	1%	0%
CC(Sc1nc2ccccc2c(=O)[nH]1)C(=O)O (centres undefined)	10%	-1	-3%	17%	23%	1%	-2%	0%	1%	5%	-2%
O=C1CCCS(=O)(=O)c2ccccc21	2%	1	1%	6%	-11%	4%	5%	1%	0%	2%	-3%
O=C(c1cccs1)N1C(=O)c2cccc3cccc1c23	-2%	-3	-7%	-6%	8%	-5%	2%	-2%	-1%	6%	-1%
CC(C)(C)NS(=O)(=O)c1ccc(NC(=O)c2cc(-c3ccccc3)nc3ccccc23)cc1	12%[1.84 µM]	3	0%	23µM*	30%	-6%	-16%	5%	-6%	-11%	-4%
O=C1Nc2cc(Cl)c(Cl)cc2N(O)N1c1cccc(Cl)c1	-3%	0	-7%	9%	0%	-19%	-2%	-7%	-5%	2%	0%
C/C(CC(=O)Nc1ccc(Cl)cc1Cl)=N\NC(N)=S	-18%	-2	-4%	2%	21%	-1%	-7%	3%	-10%	-4%	-4%
CCOc1ccccc1NC(=O)COn1nnc2ccc(Cl)cc21	-19%	1	-1%	-9%	40%	-12%	6%	5%	-20%	-2%	2%

7 compounds from above, arranged by length of the SMILES, ascending.
SMILES	BRCA1 expr act	TRPV1 agonist	Rab9 promoter act	ELG1 DNA repair	RORgamma inh	FLuc counter	Gal4-VP16 FLuc	Tb PFK inh	p53 reactivator	ELG1 genotoxic	NPC1 promoter act
O=C(c1cccs1)N1C(=O)c2cccc3cccc1c23	-2%	-3	-7%	-6%	8%	-5%	2%	-2%	-1%	6%	-1%
Cc1ccc(C(=O)NN=CC(=O)c2ccccc2)c(C)c1	?	/	/	?	/	/	/	0%	24%	2.3µM*	/
O=C(Nc1nc(-c2cc(Cl)sc2Cl)cs1)c1ccccc1	17%	-4	11%	?	3%	?	?	-1%	?	10%	13%
O=C1Nc2cc(Cl)c(Cl)cc2N(O)N1c1cccc(Cl)c1	-3%	0	-7%	9%	0%	-19%	-2%	-7%	-5%	2%	0%
CC(=O)Nc1cccc(NC(=O)CSc2nnnn2Cc2ccccc2)c1	-18%	0	5%	-16%	26%	-1%	-5%	0%	5%	-3%	0%
CSc1nnc(N2C(=O)C(O)=C(C(=O)c3ccco3)C2c2ccccc2F)s1 (centres undefined)	52%	18	-1%	1%	2%	-4%	-1%	-10%	2%	-7%	1%
CC(C)(C)NS(=O)(=O)c1ccc(NC(=O)c2cc(-c3ccccc3)nc3ccccc23)cc1	12%[1.84 µM]	3	0%	23µM*	30%	-6%	-16%	5%	-6%	-11%	-4%
